Bioassay records from PubChem.
CCT modulator: changes cytosolic chaperonin activity; purified chaperonin ATPase assay, HTRF ADP detection, 30 min; activity change, % (concentration not given with the values), hits read low; actives 0.3% (n = 360,000); in the data active = activity change below about -30%; note: % is set by controls: 0 for no effect and ±100 for the full control effect
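ATPase activity: ADP formed was measured by HTRF Transcreener (665/615 nm ratio) after 30 min at 37 deg C with 10 uM ATP. Compounds screened at one 76 uM concentration against 40 or 20 nM TRiC in Tris pH 7.4/KCl/MgCl2/DTT buffer.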
WRN inhibitor: WRN helicase (human) inhibition. WRN helicase unwinding, fluorescent forked duplex, kinetic. Potency, µM (series often up to 114 µM), for inactives: at the top dose activity change, negative = inhibition, most hits filed as inhibitors. actives 0.46% (n = 360,000). AID 651768; note: potency is the fitted concentration of half-maximal effect; % is set by controls: 0 for no effect and ±100 for the full control effect; nearly all actives have a fitted effect of over 55% in size
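Kinetic red-fluorescence monitoring (525/598 nm) tracks WRN helicase activity after 100 nM fluorophore-quencher forked duplex and 2 mM ATP are added to 20 nM enzyme pretreated 15 min at room temperature with compound.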
EPAC1 antagonist: blocks human EPAC1 exchange factor | actives 0.14% (n = 360,000) | O95398 | Potency, µM (titrated, usually from 115 µM), for the others: at the highest dose activity change, negative = inhibition, actives largely listed as inhibitors | AID 720709 | EPAC1 GEF assay, Rap1b-BODIPY-GDP exchange fluorescence;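 note: potency is the fitted concentration of half-maximal effect; plate controls were vehicle for no effect and positive control for full effect; nearly all actives have a fitted effect of over 50% in size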
PI5P4Ka inh: inhibitors of human PI5P4K alpha; max response, %; PI5P4Kalpha enzyme, ADP-Glo luminescence, 60 min; stronger effect = lower value; actives 1.2% (n = 330,000); P48426; AID 652105; active = max response of -50% or lower; inconclusive = between -30% and -50%; inactive = -30% or higher; note: value at the top dose of about 77 µM; % is set by controls: 0 for no effect and ±100 for the full control effect
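ADP-Glo luminescence end-point read after a 60 min room-temperature kinase reaction of PI5P4Kalpha plus substrate, initiated with ATP at 5 microM final. Buffer: 0.038 M HEPES pH 7.4, EGTA, 0.1% CHAPS, 5% DMSO.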
EPAC1 agonist: EPAC1 (human) agonism; O95398; EPAC1 agonist qHTS, biochemical assay; response scale: 100% = response to 6.5 mM cAMP; Potency, µM (titrated, usually from 154 µM), without a hit: top-dose activation, most hits filed as activators; actives 0.073% (n = 360,000); AID 720707; note: potency is the fitted concentration of half-maximal effect; nearly all actives have a fitted effect of over 60% in size
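EPAC1 100 nM, Rap1B–BODIPY-GDP 250 nM, unlabeled GDP 50 uM; compound titration; 5 min RT; kinetic read ex480/em540 at 5-min intervals ×30 min; data normalized to 6.5 mM cAMP agonist control.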
EPAC2 ag: EPAC2 (human) agonism; Q8WZA2; EPAC2 activation, biochemical qHTS; response scale: 100% = 6.5 mM cAMP response; Potency, µM (doses to about 154 µM), for the others: at the top dose activation, most hits filed as activators; actives 0.079% (n = 360,000); note: potency is the fitted concentration of half-maximal effect; nearly all actives have a fitted effect of over 50% in size
Target sequence (Q8WZA2 whole entry, looked up): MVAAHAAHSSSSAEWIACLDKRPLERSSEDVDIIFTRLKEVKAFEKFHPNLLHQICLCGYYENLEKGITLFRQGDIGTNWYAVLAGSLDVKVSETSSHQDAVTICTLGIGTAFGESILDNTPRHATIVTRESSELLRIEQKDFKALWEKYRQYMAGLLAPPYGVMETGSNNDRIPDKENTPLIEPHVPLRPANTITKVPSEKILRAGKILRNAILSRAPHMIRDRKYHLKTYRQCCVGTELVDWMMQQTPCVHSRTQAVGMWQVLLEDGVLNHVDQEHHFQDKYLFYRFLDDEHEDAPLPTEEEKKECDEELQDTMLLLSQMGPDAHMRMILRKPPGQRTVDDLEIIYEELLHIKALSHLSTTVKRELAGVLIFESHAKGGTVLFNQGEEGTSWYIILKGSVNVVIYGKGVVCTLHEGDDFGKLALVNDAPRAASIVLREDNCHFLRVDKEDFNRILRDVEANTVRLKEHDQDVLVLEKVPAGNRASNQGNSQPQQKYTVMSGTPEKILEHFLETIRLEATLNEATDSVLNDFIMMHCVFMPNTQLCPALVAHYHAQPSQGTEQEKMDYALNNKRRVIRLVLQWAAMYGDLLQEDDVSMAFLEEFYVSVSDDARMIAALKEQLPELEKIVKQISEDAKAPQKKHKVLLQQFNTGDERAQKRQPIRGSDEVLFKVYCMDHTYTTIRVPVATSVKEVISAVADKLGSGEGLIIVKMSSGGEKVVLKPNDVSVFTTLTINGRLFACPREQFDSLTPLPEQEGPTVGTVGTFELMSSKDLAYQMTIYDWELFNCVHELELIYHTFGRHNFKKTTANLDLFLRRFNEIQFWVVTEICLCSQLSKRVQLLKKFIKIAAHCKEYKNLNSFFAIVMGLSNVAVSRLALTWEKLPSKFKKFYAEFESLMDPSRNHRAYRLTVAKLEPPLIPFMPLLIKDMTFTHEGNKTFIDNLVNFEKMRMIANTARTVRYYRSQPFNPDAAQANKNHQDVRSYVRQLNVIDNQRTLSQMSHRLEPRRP
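EPAC2 (100 nM) mixed with Rap1B loaded with BODIPY-GDP (250 nM) plus 50 uM unlabeled GDP; compounds pinned in, 5 min RT, then read every 5 min for 30 min (ex 480, em 540 nm). Normalized to cAMP control.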
IL2 activator: activates IL-2 in a cell-based reporter assay. activation, % (series mostly up to about 46 µM). AID 652025. IL-2 activation reporter assay, cell-based qHTS; stimulated with anti-CD3/CD4/CD28 beads; in transgenic mouse T cells. actives 0.065% (n = 360,000); in the data active = activation above about 50%; inconclusive = mostly about 30% to 49%; note: 0% is about no effect
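EGFP and DsRed fluorescence is measured by plate cytometry in unstimulated transgenic mouse T cells exposed to compound for 60 minutes, then stimulated 18 hours at 37 degrees C with anti-CD3/anti-CD4 beads plus anti-CD28.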
PLK1 PBD inh: inhibitors of human PLK1 polo-box domain binding; P53350; actives 2.8% (n = 360,000); Plk1 PBD binding of FITC phosphopeptide, fluorescence polarization; Potency, µM, without a hit: max response, negative = inhibition, most hits filed as inhibitors; note: potency is the fitted concentration of half-maximal effect; series mostly up to about 57 µM; % is set by controls: 0 for no effect and ±100 for the full control effect; nearly all actives have a fitted effect of over 65% in size
* marks the source's active call; other numbers are inactive results; ? = inconclusive; . = not tested or not shown; & = joins results of further samples; [ ] = dose if it differs, or a comment. Unless noted, calls come from the whole dose curve; as a rule, active = well fitted curve in the direction sought with a large enough effect; inconclusive = small, poorly fitted or top-dose-only effect, or another doubt; inactive = no such curve, though single readings can be large; an effect the other way counts as inactive or inconclusive. Only part of the results is shown; the hit share may differ from the screen's.

canonical_smiles,CCT modulator,WRN inhibitor,EPAC1 antagonist,PI5P4Ka inh,EPAC1 agonist,EPAC2 ag,IL2 activator,PLK1 PBD inh
C(=NC12CN3CN(CN(C3)C1)C2)c1ccc2c(c1)OCO2,-3.4,4.7%,-1.7%,.,11.4%,3.0%,-1.3,-4.3%
CCNc1nc(NCC)nc(C(=O)Nc2ccccc2)n1,-6.5,8.4%,12.1%,4.0,5.2%,-7.2%,1.3,-7.9%
Cc1cc(CSc2ccccc2)ccc1NC(=O)c1cccc([N+](=O)[O-])c1,0.8,16.6%[57.1 µM],-3.3%,-2.5,-3.2%,0.3%,-2.8,-1.5%
O=C(c1ccc(C(F)(F)F)cc1)N1CCC(=O)N(C(COCc2ccc(C(F)(F)F)cc2)Cc2ccccc2)CC1 (stereo unspecified),1.2,-8.5%,-23.5%,12.5,-23.1%,-3.9%,-4.4,-9.8%
COc1ccc(-n2nccc2-c2nn(-c3cccc(OC)c3)c(=O)n(C)c2=O)cc1,1.1,-0.1%,-11.6%,3.5,7.0%,-13.6%,-3.0,-2.9%
CCNC(=S)NNC(=O)c1csc(C(C)C)c1,-0.9,5.4%,6.2%,.,0.3%,-3.8%,-3.7,-14.7%
O=C(c1ccco1)N1CCN(C(c2ccc(Cl)cc2)c2nnnn2CC2CCCO2)CC1 (stereo unspecified),1.7,-32.5%,-9.9%,-2.2,13.2%,7.0%,0.7,-7.4%
COc1ccc2[nH]c3c(c2c1)CCN1C(=O)C(CC(=O)NCCCn2ccnc2)C[C@H](C(=O)N(C(C)C)C(C)C)[C@@]31C (stereo partly specified),-0.1,0.6%,-0.2%,-0.2,3.3%,3.1%,-0.3,-4.1%
CCOC(=O)c1c(-c2ccc(Cl)cc2)cn2ccccc12,-0.8,-5.0%,-4.3%,5.1,7.3%,8.0%,0.5,0.7%
COc1cccc(CN(C)S(=O)(=O)c2cccs2)c1,-0.9,2.5%,-5.8%,0.0,10.3%,18.7%,1.9,-5.1%
CCOc1ccc(C(=O)n2cnnc2N)cc1,-2.7,-35.3%,?,-4.5,8.1%,-1.4%,1.1,-8.3%
CCn1c2ccccc2c2cc(N=C3SC(CC(=O)Nc4ccccc4)C(=O)N3C)ccc21 (stereo unspecified),-4.6,-2.4%,26.5%,13.7,13.5%,0.2%,0.9,-6.3%
CCCOC(=O)Nc1ccc(S(=O)(=O)Nc2ncccn2)cc1,-4.6,11.4%,-1.0%,-5.1,7.3%,17.8%,-2.1,-10.1%
CC1(NC(=O)Cn2cc(C(F)(F)F)ccc2=O)CCS(=O)(=O)C1 (stereo unspecified),-3.9,1.8%,4.3%,2.7,8.9%,16.7%,1.1,-10.5%
CCCCNCCOCCOc1ccc(F)cc1,-0.9,-5.6%,-4.3%,-4.8,-1.6%,1.8%,0.7,-9.0%
CC(=O)C(Cc1ccc(Cl)nc1)Cc1ccc(Cl)nc1,-0.3,0.7%[57.1 µM],-14.5%,0.0,-6.8%,-0.6%,-3.0,7.1%
COc1ccc(CNC(=O)C(C)n2nc(C)c3c(C)n(-c4ccc(C)cc4)nc3c2=O)cc1 (stereo unspecified),-2.9,3.3%,-8.8%,-19.8,-4.2%,2.7%,-6.5,21.2µM*
CCCCN(C)C(=O)c1sc(=O)n(Cc2ccccc2C#N)c1C,-0.7,-1.7%[57.1 µM],-3.4%,-0.3,10.7%,4.1%,-0.6,-1.3%
CC1(C(=O)NCc2ccccc2)CN(S(C)(=O)=O)CC(=O)N1CCCn1ccnc1 (stereo unspecified),.,4.0%,0.4%,1.7,-4.2%,-11.6%,0.3,2.5%
COc1ccc(NS(=O)(=O)c2cc(NC(=O)c3ccccc3)ccc2N2CCOCC2)cc1,1.6,-2.9%,1.6%,-3.9,-5.6%,17.0%,0.0,-0.6%
Cc1cc(Nc2ccc(F)cc2C)n2nc(C)nc2n1,-3.0,-3.7%,-5.2%,-1.6,12.8%,4.1%,-1.3,-9.2%
Cc1ccc(CN2CCN(Cc3nc4c(s3)CCCC4)CC2CCO)cc1 (stereo unspecified),1.8,-0.7%,-22.4%,-0.3,-6.7%,2.6%,0.5,0.7%
Fc1cccc2sc(N3CCCC3)nc12,-0.6,0.0%,-5.1%,3.7,1.9%,1.2%,-0.4,2.0%
O=S(=O)(c1ccccc1)c1nc(-c2ccccc2Cl)oc1NCCN1CCOCC1,0.1,-6.9%,-7.8%,.,7.2%,-2.8%,-1.1,-4.2%
CCOC(=O)c1c(C)n(C)c2ccc(OC)c(NS(=O)(=O)c3ccc(Cl)s3)c12,0.0,-1.2%,6.9%,4.4,-3.8%,4.8%,-1.5,-0.8%
CC(=O)N1N=C(c2cccc(Br)c2)OC12CCCC2,-2.6,-8.8%,-10.3%,-6.3,0.5%,13.0%,-0.4,-10.6%
Cc1ccc(NC(=O)Cc2nnc(N)s2)cc1,-0.4,-21.7%,-1.9%,-4.5,6.8%,10.2%,-0.6,-12.3%
CCN(CC)S(=O)(=O)c1ccc(NC(=O)c2ccc(CN3CCOCC3)cc2)cc1,-1.0,-4.5%,-2.9%,.,7.7%,9.7%,-1.8,-4.7%
O=C(c1cccc(S(=O)(=O)N2CCOCC2)c1)N1CCCc2ccccc21,-1.3,8.0%,0.3%,0.1,-10.0%,-2.7%,-1.4,0.0%
CCOc1ccccc1NC(=O)N1CCCC1C(=O)NCc1ccco1 (stereo unspecified),0.0,-0.7%,4.0%,1.5,-2.7%,5.6%,0.8,-3.2%
Cc1ccc(S(=O)(=O)NCCC(=O)NC2CCC(C)CC2)cc1 (stereo unspecified),1.5,-0.7%,0.6%,1.5,-13.0%,2.6%,-0.3,-0.2%
O=C(O)/C=C/C(=O)N1CCN(S(=O)(=O)c2cc(C(F)(F)F)ccc2Cl)CC1,-0.8,-3.0%,-9.6%,-1.8,-0.3%,6.4%,-2.4,-12.0%
C=CCN(CC=C)C(=O)c1ccc(OC2CCN(Cc3ccccn3)CC2)cc1,0.3,0.7%,1.6%,0.7,-6.5%,-3.7%,2.2,-8.1%
COc1ccc(NC(=O)/C(C#N)=C/c2ccc[nH]2)c(OC)c1,0.6,-3.8%,-6.9%,-0.7,12.7%,6.0%,2.7,1.8%
CC(=O)Nc1ccc(NC(=O)C2CCN(S(=O)(=O)c3cccc4nonc34)CC2)cc1,-0.1,-2.6%,2.3%,.,6.5%,9.1%,1.6,-7.5%
O=[N+]([O-])c1ccc2[nH]c(=S)sc2c1,-3.0,-7.7%,3.9%,-75.0*,5.9%,-17.5%,-6.1,0.0%
C=CCN1C(=O)C2C(C(=O)NCc3ccccc3)C3(C)C=CC2(O3)C1C(=O)NC(C)(C)C (stereo unspecified),1.5,9.7%,-29.4%,.,0.0%,6.3%,-1.8,-5.2%
CC(C)C(C(=O)NCc1ccco1)N(C(=O)CNS(=O)(=O)c1ccccc1)C1CCCC1 (stereo unspecified),-0.1,-4.3%,4.1%,6.4,-4.5%,11.7%,-1.9,-3.1%
Cc1cccc(N(CC(N)=O)C2SC(=O)NC2=O)c1 (stereo unspecified),-5.3,-3.8%,1.1%,-6.6,0.1%,0.1%,2.6,-9.2%
COc1ccccc1CNCC(=O)Nc1cc(S(=O)(=O)N2CCOCC2)ccc1Cl,-1.0,-12.2%,?,-10.0,6.7%,4.1%,-5.0,-4.2%

One compound at a time (already shown). Screens in order: CCT modulator	WRN inhibitor	EPAC1 antagonist	PI5P4Ka inh	EPAC1 agonist	EPAC2 ag	IL2 activator	PLK1 PBD inh
O=C(O)/C=C/C(=O)N1CCN(S(=O)(=O)c2cc(C(F)(F)F)ccc2Cl)CC1 across the screens: -0.8	-3.0%	-9.6%	-1.8	-0.3%	6.4%	-2.4	-12.0%
C=CCN1C(=O)C2C(C(=O)NCc3ccccc3)C3(C)C=CC2(O3)C1C(=O)NC(C)(C)C (stereo unspecified) across the screens: 1.5	9.7%	-29.4%	.	0.0%	6.3%	-1.8	-5.2%

(listing goes on)
canonical_smiles,CCT modulator,WRN inhibitor,EPAC1 antagonist,PI5P4Ka inh,EPAC1 agonist,EPAC2 ag,IL2 activator,PLK1 PBD inh
C/C(NC(=O)c1ccccc1)=C1/C(=O)CC2C1C2(C)C (stereo unspecified),-1.3,-19.5%,-11.3%,16.8,-8.5%,-4.3%,-1.5,-6.8%
O=C(Cn1cc([N+](=O)[O-])ccc1=O)Nc1ccc2c(c1)OCO2,-0.6,-7.6%,1.9%,-9.7,4.9%,10.9%,3.3,-0.2%
CCOC(=O)C1=C(C)NC(SCC(N)=O)=C(C#N)C1c1ccncc1 (stereo unspecified),1.8&-0.1,-2.1%&8.2%,-5.5%&2.8%,7.1&-5.2,-8.3%&-8.8%,4.9%&-7.4%,-0.1&-2.5,-11.2%&-5.5%
S=C(Nc1ccc2nsnc2c1)NC1CCCCC1,-0.5,?,?,-17.5,5.3%,2.9%,-0.2,?
Fc1ccc(C2=CC(c3ccc(Br)o3)n3ncnc3N2)cc1 (stereo unspecified),-2.0,-27.7%,93.8%[activator],?,100µM*,12.0%,-1.7,10.6µM*
O=C(CN1CCN(c2cccc(Cl)c2)CC1)Nc1nccs1,-2.2,8.0%,14.1%,3.7,0.6%,4.2%,1.0,-1.0%
CN(C)C(=O)Cn1cnc2c(cnn2-c2ccccc2Cl)c1=O,0.6,-0.7%,4.7%,-2.2,-1.4%,-15.8%,-0.1,-1.7%
Cc1[nH]c2ccc(C(=O)N3CCN(Cc4ccccc4)CC3)cc2c1C,-0.2,-4.6%,-13.1%,1.6,-12.0%,-7.2%,0.0,-7.6%
Cc1ccc(Cc2c(C3CCCCC3)nc3c(C)cc(Br)cn23)cc1,-2.4,-5.7%,-26.6%,3.0,-21.3%,1.9%,2.2,-10.2%
CCOC(=O)NC(Cc1c[nH]c2ccccc12)C(=O)NCCc1ccc(S(N)(=O)=O)cc1 (stereo unspecified),1.7,9.0%,2.5%,-1.1,9.2%,3.8%,0.3,-4.6%
CCN(c1ccccc1)S(=O)(=O)c1ccc2c(c1)CCCN2C(C)=O,0.2,2.7%,8.9%,-0.9,0.6%,1.3%,-2.6,-5.4%
CCC(C)(C)c1nnc(NC(=O)c2ccc([N+](=O)[O-])cc2)s1,-2.8,-0.8%,1.7%,0.2,-1.7%,-8.2%,-0.7,-0.7%
CCN(CC)S(=O)(=O)c1cccc(C(=O)OCC(=O)NCc2ccccc2OC)c1,-0.3,-6.2%,-5.4%,-3.3,1.9%,1.0%,-4.7,0.2%
CC(=O)OC1CCC2C3CCC4=C(CC(F)C(=O)C4)C3CCC12C (stereo unspecified),0.2,-21.1%,-7.9%,6.6,1.8%,18.1%,-0.3,-2.2%
